# Bioassay records as filed in PubChem BioAssay.
# ZTA DNA inh = blocks Epstein-Barr virus ZTA, an EBNA-1 counter-screen; P03206; 0.15% of 320,000 active; AID 2234; ZTA-DNA binding, fluorescence polarization; inhibition, % at 11 µM; in the data active = inhibition above about 33%
# GASC-1 inh = human JMJD2C demethylase inhibition; Q9H3R0; GST-JMJD2C(1-420) H3K9me3 demethylation, DELFIA europium; inhibition, % at 2.35 µM; 0.069% of 330,000 active; AID 2099;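 active = more than half of a compound's replicate wells show inhibition beyond 50%, single wells judged on their own value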;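 also: signal counts dimethyl H3K9 product captured on neutravidin plate; 0% = median of DMSO wells and 100% = 0.3 times that DMSO median; strong numbers were not always called active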
# Target sequence (Q9H3R0 1-420 limits assumed): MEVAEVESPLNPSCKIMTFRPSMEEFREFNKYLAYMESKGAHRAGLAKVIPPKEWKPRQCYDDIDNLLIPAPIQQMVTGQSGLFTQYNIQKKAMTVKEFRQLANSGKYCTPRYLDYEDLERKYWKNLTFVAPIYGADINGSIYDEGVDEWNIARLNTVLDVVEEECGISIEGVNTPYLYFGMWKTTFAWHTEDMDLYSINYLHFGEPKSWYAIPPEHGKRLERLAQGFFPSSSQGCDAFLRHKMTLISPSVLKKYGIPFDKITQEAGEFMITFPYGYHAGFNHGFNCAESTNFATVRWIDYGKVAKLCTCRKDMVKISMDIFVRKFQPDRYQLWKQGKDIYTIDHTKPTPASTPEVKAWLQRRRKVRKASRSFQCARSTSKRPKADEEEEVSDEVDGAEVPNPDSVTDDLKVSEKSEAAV
# CR mimetic SO = caloric restriction mimetics inhibiting age-related superoxide in yeast. S. cerevisiae aged cells, superoxide DHE fluorescence; stronger effect = lower value. superoxide response (% of plate mean), % at 10 µM. 0.18% of 330,000 active;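 active = superoxide response under a set limit, about three screen SD below normal, cut at about 65% in these data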;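 also: yeast aged for seven days with compound at 30 °C before DHE staining; 100% = average MFI of all compound-treated wells on the plate with controls excluded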
# TPT1 inh = inhibitors of Candida albicans tRNA 2'-phosphotransferase TPT1; recombinant caTPT1, FP RNA substrate dephosphorylation; inhibition, % at 5 µM; 0.81% of 300,000 active; AID 1962;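 active = inhibition above the mean of all tested compounds plus 3 SD, set per screening campaign, cut at about 24% in these data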;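 also: plate controls were DMSO alone for no effect and ferristatin control at 100 nM for full effect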
# PP5 inh = PP5 (human) phosphatase inhibition | P53041 | purified PP5c, OMFP substrate fluorescence | inhibition, % at 6.7 µM | 0.18% of 320,000 active | AID 1987;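 active = inhibition above the campaign's mean inhibition across all tested compounds plus 3 SD, cut at about 9.5% in these data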;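 also: 0% = DMSO only and 100% = 100 µM cantharidin control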
# Target sequence (P53041 whole entry, looked up): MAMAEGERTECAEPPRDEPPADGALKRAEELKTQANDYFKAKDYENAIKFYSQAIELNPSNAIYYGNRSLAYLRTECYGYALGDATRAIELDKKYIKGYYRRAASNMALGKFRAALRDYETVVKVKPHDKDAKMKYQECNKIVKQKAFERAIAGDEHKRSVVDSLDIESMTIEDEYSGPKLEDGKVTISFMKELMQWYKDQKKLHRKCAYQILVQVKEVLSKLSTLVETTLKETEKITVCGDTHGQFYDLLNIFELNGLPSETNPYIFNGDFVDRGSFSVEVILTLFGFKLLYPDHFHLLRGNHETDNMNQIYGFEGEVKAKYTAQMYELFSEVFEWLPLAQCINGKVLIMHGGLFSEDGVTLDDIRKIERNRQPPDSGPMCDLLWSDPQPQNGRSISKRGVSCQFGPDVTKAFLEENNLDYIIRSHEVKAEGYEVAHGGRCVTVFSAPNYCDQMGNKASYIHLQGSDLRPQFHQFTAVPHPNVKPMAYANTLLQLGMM
# PP1 counter = counter-screen for PP5 inhibitors: inhibitors of human PP1-alpha | 0.9% of 320,000 active | P62136 | inhibition, % at 6.7 µM | purified PP1alpha, OMFP fluorescence;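 active = inhibition above the mean inhibition of all tested compounds plus 3 SD, computed separately for each screening campaign, cut at about 15% in these data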
# HCV core dimer = blocks dimerization of HCV core protein; TR-FRET GST/Flag-core106 dimerization, 1536-well; inhibition, % at 5 µM; 0.33% of 300,000 active;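 active = inhibition above the mean of all tested compounds plus 3 SD, set per screening campaign, cut at about 45% in these data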
#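 Assay system: Tagged HCV core106 pair (GST and Flag) | Buffer or medium: KF-containing HEPES buffer, pH 7.45, DTT, CHAPS, BSA | Also added: Eu donor and XL665 acceptor anti-tag antibodies | Dosing: One concentration, 5 µM, in 0.5% DMSO | Timing: 4 h at 22.5 °C | Technique: TR-FRET 671 and 617 nm emission | Repeats: Singlicate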
# Fh CTSL1 inh = cathepsin L1 inhibition, PFM18AAP counter-screen. recombinant F. hepatica cathepsin L1, Z-Leu-Arg-MCA fluorescence. inhibition, % at 5.96 µM. 0.49% of 300,000 active. AID 1906;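 active = inhibition above the mean of all tested compounds plus 3 SD, set per screening campaign, cut at about 17% in these data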;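 also: 0% = plate median of test compound wells and 100% = 1 µM Z-Phe-Ala-diazomethylketone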
# EBNA-1 inhibitor = blocks EBNA-1 binding to DNA; EBNA-1 DNA binding, fluorescence polarization; inhibition, % at 14.8 µM; 0.34% of 300,000 active; AID 1950; in the data active = inhibition above about 28%
# Numbers without * were called inactive; . = no result given; & = joins results of further samples.
entry	Molecule	ZTA DNA inh	GASC-1 inh	CR mimetic SO	TPT1 inh	PP5 inh	PP1 counter	HCV core dimer	Fh CTSL1 inh	EBNA-1 inhibitor
1	CCC1CCc2c(sc3nc(SCC(=O)NCc4ccco4)n(-c4ccccc4)c(=O)c23)C1 (configuration not stated)	6	-4	110	-5	-1.3	-2	32	3	11
2	Cc1ccc(NC2=NCCCCC2)cc1C	-1	10	101	2	3.8	0	-2	3	-8
3	Cc1ccc(/C(O)=C/c2nc3cc(C)ccc3oc2=O)cc1	3	-13	93	3	3.0	-1	0	1	-2
4	O=C(O)c1ccccc1-c1ccccc1C(=O)NCc1cccnc1	3	-7	90	5	-0.3	-2	1	0	-2
5	CC(Oc1ccc(F)cc1)C(=O)/C=C\N(C)C (configuration not stated)	-10	3	97	-3	1.4	1	-3	2	4
6	CCCc1nc2sc3c(c2c(=O)n1NC(=O)CCC(=O)OC)CCCC3	1	-2	98	2	1.6	2	2	5	1
7	Cc1ccc(C(=O)NCC(=O)OCC(=O)NCCc2ccccc2)s1	-2	-2	95	1	-1.8	1	8	-17	8
8	CCOC(=O)c1cccc(Nc2ncnc3ccc(C)cc23)c1	-10	-1	113	-1	4.8	-4	3	3	-19
9	CCOc1ccc(/C=N/NC(=O)c2cc(-c3ccccc3)nc3ccccc23)cc1O	9	2	118	3	2.8	-2	-1	5	-6
10	Cc1nc(N2CCN(C)CC2)c2sc(=S)n(-c3ccccc3)c2n1	3	-4	103	-5	-0.1	-2	3	1	3
11	Cc1cc(C)cc(C(=O)OCC(=O)N2CCCC2)c1	-7	7	84	3	0.8	-4	-1	-2	-11
12	CCOC(=O)c1c(NC(=O)NC(C)(C)C)sc2c1CCN(C)C2	2	-3	102	2	-1.4	-3	3	3	5
13	CC(Nc1cccc2ccccc12)C(=O)N/N=C/c1ccccn1 (configuration not stated)	-2	-7	98	-4	0.2	-3	-3	4	2
14	N#CC1(C#N)C(c2ccccc2)OC23CCCCC2C1(C#N)C(=N)O3 (configuration not stated)	3	1	140	-34	-2.0	0	0	-1	0
15	O=C(CSc1nncs1)Nc1ccc(Cl)cc1C(F)(F)F	-28	1	105	-3	0.0	-4	-4	-5	-1
16	N#C/C(=C(/O)c1ccco1)c1nc2ccccc2s1	2&-6	4&-26	142	3&0	2.3&3.7	-10&-3	-8&-5	-1&3	-4&-5
17	Cc1cccc(-c2nc(CS(=O)CC(=O)N3CCN(C)CC3)c(C)o2)c1 (configuration not stated)	-10	-13	126	-3	2.7	1	-7	-3	-7
18	Cn1nnnc1SCC(=O)Nc1nc(-c2ccccc2)c(-c2ccccc2)o1	-13	-2	85	-8	1.1	14	-3	5	1
19	Cc1cc2cc(CN(Cc3nnnn3C3CCCCC3)CC3CCCO3)c(=O)[nH]c2cc1C (configuration not stated)	-11	23	133	-2	1.9	-1	2	0	-4
20	COc1ccc(S(=O)(=O)N2CCN(CCc3ccccc3)CC2)c(OC)c1	0	-5	104	1	0.9	0	1	-1	-17

# Record cards, from the list above:
# Shown for Cc1nc(N2CCN(C)CC2)c2sc(=S)n(-c3ccccc3)c2n1 : ZTA DNA inh: 3; GASC-1 inh: -4; CR mimetic SO: 103; TPT1 inh: -5; PP5 inh: -0.1; PP1 counter: -2; HCV core dimer: 3; Fh CTSL1 inh: 1; EBNA-1 inhibitor: 3
# Shown for O=C(O)c1ccccc1-c1ccccc1C(=O)NCc1cccnc1 : ZTA DNA inh: 3; GASC-1 inh: -7; CR mimetic SO: 90; TPT1 inh: 5; PP5 inh: -0.3; PP1 counter: -2; HCV core dimer: 1; Fh CTSL1 inh: 0; EBNA-1 inhibitor: -2

# Other results follow.
entry	Molecule	ZTA DNA inh	GASC-1 inh	CR mimetic SO	TPT1 inh	PP5 inh	PP1 counter	HCV core dimer	Fh CTSL1 inh	EBNA-1 inhibitor
21	CCOC(=O)c1ccccc1NC(=O)COC(=O)c1cc([N+](=O)[O-])ccc1N1CCOCC1	-24	-19	106	0	1.6	1	0	-1	-5
22	CC1(C)NC(=O)N(c2ccc([N+](=O)[O-])c(C(F)(F)F)c2)C1=O	4	.	96	-1	-0.1	-2	12	2	10
23	Cc1ccsc1/C=c1\sc2ncnn2c1=O	8	6	96	0	0.5	-2	-8	0	8
24	CCn1c(C)nc2cc(C(=O)NNC(=S)NC(=O)c3ccc(OC)cc3)ccc21	4	0	98	-3	1.7	2	0	-1	8
25	O=C(O)c1ccc(NS(=O)(=O)c2ccc3c(c2)C(=O)c2ccccc2C3=O)cc1	-5	8	95	-18	1.6	-1	5	6	-13
26	CCN(CC(=O)Nc1ccc2c(c1)OCCO2)C(=O)CCc1ccccc1Cl	-6	5	114	.	-0.8	-2	.	.	.
27	COC(=O)c1cc(=O)n(CCc2ccc(OC)cc2)c(=Nc2ccc(F)c(Cl)c2)s1	-9	8	86	-3	1.4	0	-5	3	-1
28	Nc1nnn(CC(=O)N/N=C/c2cn[nH]c2-c2ccccc2)n1	19	3	88	-2	0.2	-1	3	-1	-5
29	CC(=O)NCCC(=O)N1CCCC(CNC(=O)c2ccc(-c3ccccc3)cc2)C1 (configuration not stated)	-6	-1	113	0	0.1	0	4	-1	-1
30	CN1CCN(NC(=O)c2ccccc2F)CC1	-20	1	111	4	3.1	-4	-4	0	-10
31	COc1ccc(N2CCN(c3n[nH]c(N)n3)CC2)cc1	-14	6	99	-3	2.0	-2	-4	-13	-3
32	C/C(=N\NC(=O)c1ccc(CSc2nc(C)cc(C)n2)cc1)C1CCCCC1	-9	2	90	0	1.4	2	7	6	11
33	COc1ccc(N2CCN(C(CNC(=O)C(=O)NCCC3=CCCCC3)c3ccco3)CC2)cc1 (configuration not stated)	1	5	111	1	2.5	2	2	1	1
34	CC(C)NC(=O)CCCN1C(=O)c2ccccc2Sc2ncccc21	-14	-4	112	-6	0.0	-3	-4	-3	0
35	CN(C)CCNc1ncnc2c1cnn2-c1ccc(Cl)cc1	-3	8	108	3	-0.5	-1	-18	5	-12
36	O=C(NC1CCSc2ccccc21)c1ccc(F)c(S(=O)(=O)N2CCOCC2)c1 (configuration not stated)	-3	10	83	1	1.6	-3	5	-3	-6
37	O=C(N1CCOCC1)N1CCN(S(=O)(=O)c2ccc(Cl)cc2)C1	-6	-6	119	-2	-8.9	10	-6	4	-4
38	Cc1cc(C)nc(NC(=O)c2ccc3c(c2)OCO3)c1	-7	-19	95	1	-1.8	-5	-2	10	-7
39	O=S(=O)(c1ccc2nc(Nc3ccccc3)ccc2c1)N1CCCCC1	-3	31	102	5	5.9	3	21	0	-16
40	O=C(NC(=S)Nc1cccnc1)c1cccs1	-31	-1	102	-3	-3.7	-1	-3	6	-12
41	COc1ccc(CN(CC(=O)NCCc2ccccc2)C(=O)CCC(=O)Nc2cc(C)ccn2)cc1	-1	1	107	3	2.9	-4	2	-1	6
42	CC(=O)C1=C(O)C(=O)N(c2ccc(F)cc2)C1c1ccc(C)cc1 (configuration not stated)	-2	0	97	-2	-1.3	2	5	2	2
43	O=C(Nc1cnccn1)C1c2ccccc2Oc2ccccc21	-1	71	110	-2	-0.8	-3	1	1	18
44	CCOC(=O)N1CCN(CCC(=O)Nc2ccc(OC(F)(F)F)cc2)CC1	14	6	91	-3	-0.6	-4	0	-1	4
45	O=C(O)c1ccc(CNC(=O)c2ccccc2NC(=O)c2ccc([N+](=O)[O-])cc2)cc1	-2	95	114	5	-2.0	-2	0	3	-6
46	C=CCn1c(SCC(=O)NCCC2=CCCCC2)nc2ccc(Cl)cc2c1=O	-10	3	99	0	1.0	-3	0	-1	3
47	COc1ccc(NC(=O)c2ccc(-c3ccccc3)cc2)cc1S(=O)(=O)N1CCOCC1	1	4	90	2	-1.4	-1	6	-1	-18
48	O=C(CSc1nnc(-c2ccncc2)o1)NCc1ccc(Cl)cc1	2	-9	115	-2	-0.2	-4	8	1	5
49	Cc1ccc2oc3c(c(=O)c2c1)C(c1cccs1)N(CCCN(C)C)C3=O (configuration not stated)	10	5	78	1	0.6	-2	2	2	-7
50	CCOC(=O)c1nnn(-c2nonc2N)c1-c1ccc(Br)cc1	12	-1	100	-1	2.0	-1	3	-1	6
51	COC(=O)c1sc(C(F)(F)F)c(-c2ccccc2)c1S(=O)(=O)N(C)C	-1	5	109	2	4.4	-2	2	2	7
52	COc1ccc(N=C(N(C)C)P(=O)(N(C)C)N(C)C)cc1	-1	-25	95	-6	0.9	-1	3	0	0
53	CC1(C)CC(=O)C(C=NCC2CCCO2)=C(O)C1 (configuration not stated)	-4	2	96	-2	-1.9	-1	-4	-1	14
54	C=CCn1c(COc2ccc(Cl)cc2)nnc1SCC(=O)Nc1ccc(S(N)(=O)=O)cc1	-8	3	123	4	3.2	-2	-3	0	0
55	Cc1onc(-c2ccccc2Cl)c1C(N)=O	-6	-14	103	-3	-1.4	0	-13	1	-1
56	O=C(COC(=O)c1ccc([N+](=O)[O-])cc1)Nc1cccnc1Cl	-11	5	104	2	1.5	1	-8	-3	-6
57	Cc1ccc(C)c(OCc2nc3ccc(S(=O)(=O)Nc4c(C)n(C)n(-c5ccccc5)c4=O)cc3[nH]2)c1	-19	-5	99	-4	-2.8	6	3	-4	-5
58	CCOC(=O)N1CCC(NC(=O)CC2C(=O)NCCN2Cc2ccccc2)CC1 (configuration not stated)	-6	-19	95	-2	2.9	1	-15	-4	-1
59	CC1=CCC(Cc2nc3ccccc3o2)C1(C)C (configuration not stated)	-1	-4	118	-1	1.6	-11	3	-2	-3
60	CC(C)C(=O)Nc1ccc(C(=O)NNC(=O)NC2CCCCC2)cc1	7	22	93	3	0.0	-1	-2	-3	4
61	CCOC(=O)C1CCN(C(=O)c2ccc3nc(-c4ccc(OC)cc4)c(-c4ccc(OC)cc4)nc3c2)CC1	-8	1	99	-2	-0.1	3	17	3	-11
62	CCOc1ccc(CCNC(=O)CN2C(=O)CCSc3ccccc32)cc1OCC	-7	3	103	3	3.0	0	-4	-23	-8
63	N#CC1=C(N)Oc2cc(O)ccc2C1c1cccnc1 (configuration not stated)	-7	-4	86	8	1.5	-5	-4	0	-13
64	CC(C)N1CCC(N2CCN(Cc3ccc4nsnc4c3)CC2CCO)CC1 (configuration not stated)	15	-12	118	-2	0.9	-3	4	2	-5
65	O=C(Nc1cccc(Cl)c1Cl)C1CCN(c2ncccn2)CC1	-9	10	82	1	0.9	-3	2	2	-3
66	Cc1ccc(-c2noc(C3CCCN(C(=O)c4ccc(Cl)cc4)C3)n2)o1 (configuration not stated)	-23	-5	116	-3	-2.5	7	-8	-1	-14
67	CCc1cc2c(NCCN3CCCCC3)ncnc2s1	-7	-10	99	-8	2.5	2	-2	-1	-3
68	O=S(=O)(NCc1ccco1)c1ccc(Cl)nc1	-5	-8	93	2	-2.4	-4	-4	3	-15
69	COc1ccc(NC(=O)C2(c3cccs3)CCOCC2)cc1	8	3	95	1	-0.3	-2	-2	3	-6
70	C=CCN(C(=O)c1csnn1)C(C(=O)NCc1ccc(F)cc1)c1ccccc1F (configuration not stated)	-7	5	88	1	1.5	2	0	-1	-13
71	C1CN(c2nc(N3CCOCC3)nc(N3CCOCC3)n2)CCO1	-2	2	78	-3	-5.6	8	0	6	-2
72	NC(=O)C(=O)N/N=C/c1c[nH]c2ccc(Br)cc12	8	-1	93	-3	-0.6	-3	-2	3	-2
73	COc1ccc(CCNC(=O)C2CC(c3ccccc3[N+](=O)[O-])=NO2)cc1 (configuration not stated)	-1	-8	121	-6	2.1	-2	-5	1	3
74	O=C(CSc1nc(-c2ccco2)cc(C(F)(F)F)n1)N1CCCc2ccccc21	-26	-1&-1	95	-4	0.1	5	4	4	3
75	NC(=O)C1CC(=O)N(c2ccc(OCc3c(Cl)cccc3Cl)cc2)C1 (configuration not stated)	2	5	98	3	3.0	-2	-3	7	-4
